L major viab: inhibitors of Leishmania major promastigote growth. Leishmania major promastigotes, resazurin fluorescence viability. inhibition, % at 10 µM. 200,000 compounds, 9% hits. AID 1063; in the data active = inhibition above about 50%;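 note: promastigotes grown with compound for 44 hours at 28 °C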
RAM network inh: inhibitors of the yeast RAM network; 190,000 compounds, 1.8% hits; S. cerevisiae dse1pr::URA3 reporter, 5-FOA growth OD615, 2 d; analog-sensitive cbk1-as2 kinase mutant strain; inhibition, % at 50 µM;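 active = inhibition above a set limit, 3 SD over mean compound inhibition, cut at about 8.4% in these data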;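 note: 0% = DMSO-only wells with no growth and 100% = 10 µM 1-NA-PP1 full growth; inhibition rescues growth on 5-FOA so higher OD means more RAM inhibition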
TNAP inh hi DEA: TNAP (human) inhibition, high acceptor; P05186; inhibition, % at 20 µM; AID 1135; 200,000 compounds, 0.03% hits; purified TNAP, CDP-star luminescence, 1 M DEA;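 active = over 50% inhibition of tissue-nonspecific alkaline phosphatase at 20 µM in the single-dose screen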;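 note: plate controls were DMSO wells for no effect and EDTA-quenched wells as full inhibition for full effect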
Target sequence (P05186 whole entry, looked up): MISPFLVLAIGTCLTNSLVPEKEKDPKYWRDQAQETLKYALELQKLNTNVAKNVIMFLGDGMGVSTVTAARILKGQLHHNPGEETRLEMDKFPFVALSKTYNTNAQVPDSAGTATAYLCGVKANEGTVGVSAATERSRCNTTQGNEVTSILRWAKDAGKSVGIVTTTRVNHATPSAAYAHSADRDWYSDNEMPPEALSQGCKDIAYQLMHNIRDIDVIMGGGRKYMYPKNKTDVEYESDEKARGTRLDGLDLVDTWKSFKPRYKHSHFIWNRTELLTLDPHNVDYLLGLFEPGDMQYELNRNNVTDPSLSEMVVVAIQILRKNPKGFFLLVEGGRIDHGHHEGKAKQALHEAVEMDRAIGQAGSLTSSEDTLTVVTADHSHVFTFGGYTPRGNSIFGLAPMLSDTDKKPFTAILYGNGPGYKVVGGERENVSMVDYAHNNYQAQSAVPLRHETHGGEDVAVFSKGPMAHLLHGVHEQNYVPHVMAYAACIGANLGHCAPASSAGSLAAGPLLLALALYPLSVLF
PMI act satM6P: PMI (human) activation, high substrate. P34949. coupled PMI enzyme assay, resazurin fluorescence, 20 min; active compounds read high; 1 = untreated enzyme, 0 = substrate-free blank. activation factor at 20 µM. 190,000 compounds, 0.34% hits;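 active = activation factor of 2 or more at 20 µM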
Target sequence (P34949 whole entry, looked up): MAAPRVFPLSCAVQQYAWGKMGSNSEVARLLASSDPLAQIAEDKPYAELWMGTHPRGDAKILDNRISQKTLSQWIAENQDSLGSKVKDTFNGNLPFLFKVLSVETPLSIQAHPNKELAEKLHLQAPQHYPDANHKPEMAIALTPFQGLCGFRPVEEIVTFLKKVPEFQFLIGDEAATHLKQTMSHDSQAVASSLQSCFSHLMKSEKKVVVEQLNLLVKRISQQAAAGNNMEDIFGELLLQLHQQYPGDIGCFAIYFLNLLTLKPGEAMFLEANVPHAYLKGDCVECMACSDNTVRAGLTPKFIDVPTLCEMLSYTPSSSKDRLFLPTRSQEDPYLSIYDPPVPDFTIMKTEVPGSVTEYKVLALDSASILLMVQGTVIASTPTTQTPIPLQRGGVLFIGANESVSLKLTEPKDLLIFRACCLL
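test system = human PMI in coupled enzyme assay | medium = HEPES-buffered pH 7.4 with magnesium and detergent | also added = 1.0 mM mannose-6-phosphate substrate with 0.22 mM NADP+ | compound = 20 µM single dose | times = 20 min incubation at room temperature | measured by = resorufin fluorescence (Ex 544/Em 590 nm) from resazurin via diaphorase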
Hsp70 act: switches on Hsp70 transcription; AID 1203; 200,000 compounds, 0.04% hits; HeLa Hsp70 promoter luciferase reporter, luminescence; scaled: vehicle 0, proteasome-inhibitor control 100%; activation, % at 10 µM;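 active = activation above the mean across all tested compounds plus 3 SD, cutoff set per campaign, cut at about 5.5% in these data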;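 note: 100% = MG132 at 30 µM as the positive control and 0% = DMSO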
Redox H2O2 prof: compounds producing H2O2 with reducing agent – biochemical, NIH compound library profiling, artefact control for MLSCN library redox annotation, primary screen; DTT-dependent redox cycling H2O2, phenol red/HRP absorbance; 100% = 100 µM peroxide control, 0% = buffer; activation, % at 10 µM; 200,000 compounds, 0.03% hits;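 active = activation of at least 50% relative to the plate's high and low controls in the primary single-dose screen; inactive = activation below 50%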;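 note: compound incubated with DTT at 0.8 mM final as the reducing agent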
PMI activator: phosphomannose isomerase (human) activation; AID 1214; 190,000 compounds, 0.005% hits; purified human PMI, coupled resazurin fluorescence, 20 min; active compounds read high; 1 = vehicle control, 0 substrate-free wells; activation factor at 20 µM;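 active = activation factor of 2 or more at 20 µM, relative to plate controls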
TNAP inh noacc: blocks human TNAP activity with no phosphate acceptor present | P05186 | purified TNAP, CDP-star luminescence, 30 min | inhibition, % at 20 µM | 200,000 compounds, 0.26% hits | AID 1012;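 active = tissue-nonspecific alkaline phosphatase inhibition above about 50% at 20 µM in the single-dose screen, limit read from the data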;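 note: 0% = DMSO negative control and 100% = EDTA positive control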
S1P3 antagonist: S1P3 (human) receptor antagonism; AID 485; 170,000 compounds, 0.27% hits; inhibition, % at 4.98 µM; CHO S1P3 NFAT-BLA reporter, FRET fluorescence, antagonist mode; Q99500;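 active = inhibition above the plate cutoff, the mean inhibition of test wells on that plate plus 3 SD, cut at about 28% in these data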;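 note: cells challenged with S1P at its EC80 of 0.8 µM; blue over green emission ratio from cleaved BLA substrate after 4 h stimulation; 0% = S1P-stimulated wells and 100% = unstimulated DMSO-only wells; some compounds past the cut are filed as inactive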
HMGR II inh: E. faecalis class II HMG-CoA reductase inhibition; purified E. faecalis HMGR, NADPH absorbance 340 nm kinetic; inhibition, % at 10 µM; 190,000 compounds, 0.41% hits; AID 1066;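 active = inhibition above a set limit, the median over all tested compounds plus 3 SD, cut at about 9.5% in these data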;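 note: enzyme runs in reverse so mevalonate oxidation gives rising NADPH absorbance; 0% = complete reaction with DMSO and 100% = background rate lacking mevalonate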
* marks the source's active call; other numbers are inactive results; . = no result given.

SMILES	L major viab	RAM network inh	TNAP inh hi DEA	PMI act satM6P	Hsp70 act	Redox H2O2 prof	PMI activator	TNAP inh noacc	S1P3 antagonist	HMGR II inh
Cc1c(Cl)cccc1Nc1nc(N)nc(CSc2nc3ccccc3s2)n1	0	1.4	-1	0.9	-0.4	0.4	0.9	2	-12	-9
COC(=O)CN1C(C)=Nc2ccc(C)cc2C1c1ccccc1 (stereo unspecified)	-4	0.0	-3	1	0.0	0.8	1	-5	-11	0
Cc1cc(C)c(C#N)c(Sc2ccc(N)cc2)n1	31	-1.2	-6	1	-0.5	0.0	1	-10	-15	3
COC(=O)c1ccccc1N=C(SC)N(C)C	-1	0.6	-5	1.8	-0.1	2.3	1.5	-9	-64	-8
O=c1cc(-c2ccccc2)c2ccc(O)c(CN3CCCCC3)c2o1	1	1.2	-7	1	-0.1	3.2	1	-16	0	2
CCn1c(=O)c2cc(S(=O)(=O)NCc3ccccc3)ccc2n(CC)c1=O	49	1.0	-2	0.9	0.3	1.0	1	-6	3	-6
O=C(COC(=O)CCC(=O)c1ccc(F)cc1)Nc1ccc(N2CCOCC2)cc1	-7	2.5	-12	0.9	0.1	0.4	1	-5	-9	-3
Cc1ccsc1/C=C/C(=O)O	-5	0.4	-3	1	0.0	-0.3	1	-3	-22	-4
Cc1cc(NC(=O)CSc2nc3ccsc3c(=O)n2Cc2ccccn2)n[nH]1	9	20*	-4	1	-0.4	-9.1	0.9	-13	.	0
N#Cc1cc(NCC2CCCO2)c([N+](=O)[O-])cc1C#N (stereo unspecified)	47	1.1	8	1	-0.2	0.1	1.1	4	-12	-3
Cc1cc(C(=O)CSc2nnnn2C)c(C)n1C1CC1	6	2.8	1	0.9	-0.2	0.1	1	-6	-6	-5
COc1ccc(C(OC(=O)c2ccco2)C(=O)NC2CCCCC2)cc1OC (stereo unspecified)	-2	0.1	0	1	0.6	-0.4	1	4	-23	-9
NC(=O)C1CC(=O)N(c2ccc(OCC(=O)Nc3cccc(C(F)(F)F)c3)cc2)C1 (stereo unspecified)	-1	0.6	-3	1.1	-0.1	0.1	1	-15	.	-10
Cc1cccc(N=Nc2c(O)[nH]c3ccc(F)cc23)c1	-3	2.9	9	1	0.2	-0.7	1	3	16	7
NC(=O)C1CCN(C(c2ccccc2)c2nnnn2C2CCCC2)CC1 (stereo unspecified)	-2	-0.4	-7	1.1	-0.3	-0.2	1.1	-10	.	1
CCc1ccc(NC(=O)CSc2nc3ccccc3c(=O)n2CCN2CCOCC2)cc1	18	-0.4	-5	0.9	0.0	1.5	0.9	-20	8	-5
Cc1cnc(C(=O)N2CCCC(C(=O)c3ccc(Cl)cc3C)C2)cn1 (stereo unspecified)	1	3.3	-2	1.1	0.3	-0.1	1	3	-12	1
CCOCCCNC(=O)CCCn1nc(C)n2c(cc3sccc32)c1=O	-1	0.5	-5	0.9	-0.1	-1.8	1	-14	-30	-2
COc1ccc(NC(=O)CN(c2cc(C)cc(C)c2)S(=O)(=O)c2c(C)noc2C)cc1	-2	3.2	-7	0.9	-0.4	-1.9	0.9	-18	8	1
CC(=O)N1N=C(c2ccc3ccccc3c2)OC1(C)C	6	-1.4	-6	1	-0.2	0.2	1	-6	-2	0
CCn1c(=O)c(C(=O)NCc2cccnc2)c(O)c2ccccc21	-5	0.4	-6	1.1	-0.1	-1.5	1.1	-10	.	2
CCOc1cc(/C=C(\C#N)c2nc(-c3cccs3)c(NC(C)=O)s2)ccc1O	25	4.5	49	0.9	0.0	0.2	0.9	34	-2	-1
COc1ccc(C(Nc2ccccn2)c2c(NC(=O)c3ccco3)sc(C)c2C)cc1OC (stereo unspecified)	4	0.5	0	0.9	0.0	0.4	0.9	-18	5	0
O=C1CC(c2ccccc2)Cc2nc(NCc3ccco3)ncc21 (stereo unspecified)	-5	3.7	-7	0.9	-0.2	-0.5	0.9	-13	1	0
CCCC1(C(=O)OC)NC(c2ccco2)C2C(=O)N(c3ccc(C)cc3)C(=O)C21 (stereo unspecified)	1	-0.6	-4	1	-0.3	1.0	0.9	-12	-9	-1
CCc1ccc(N2CC(C(=O)N/N=C/c3cccc([N+](=O)[O-])c3)CC2=O)cc1 (stereo unspecified)	2	2.8	-1	1	-0.4	1.9	1	-3	.	2
O=C(Nc1ccc(Cl)cc1F)c1ccccc1Br	-9	1.1	-3	1.1	0.3	-0.5	1.1	-9	-1	0
CCOc1ccc2[nH]c(S(=O)(=O)CC)nc2c1Cl	-2	0.4	-2	1	0.0	0.7	1	-9	-39	-3
COC(=O)[C@H](Cc1ccccc1)NC(=O)NCc1ccc(S(N)(=O)=O)cc1	-6	-0.2	11	0.9	0.0	-0.6	0.9	2	5	-4
CC(=O)NN=C1CCC(c2ccccc2)CC1 (stereo unspecified)	-4	1.8	1	1	0.6	-0.3	1.1	-5	-13	-4
CC(=O)N(C(C)=O)S(=O)(=O)c1ccc(N=NN2CCCCC2)cc1	9	1.1	-2	1.1	-0.4	-0.1	1	-22	-4	1
Cc1nc2cc(NS(=O)(=O)c3ccccc3)ccc2n1C	-1	1.9	-7	0.9	-0.3	0.6	0.9	-12	-13	5
COc1cc(/C=C/c2cc(C(=O)O)c3ccccc3n2)cc(OC)c1O	0	12*	29	0.8	0.2	-0.2	0.9	18	0	2
N#CCCN1CCN(C2=NC(=O)C(=C3CCCCC3)S2)CC1	2	2.1	-3	1	-0.2	1.6	1	-11	-8	5
Cc1cs/c(=N\N=C\c2ccc(O)cc2)n1Cc1ccco1	4	0.1	0	0.9	0.1	-0.3	0.9	-18	6	-4
Cc1ccc(NC(=O)CSc2nnc3ccccn23)cc1	-4	0.7	-6	0.9	-0.2	0.5	1	-6	4	-2
Cn1nc([N+](=O)[O-])nc1Sc1nnc(-c2ccccc2)o1	99*	1.6	-9	1.1	-0.3	0.0	1.1	-8	.	-6
Cc1n[nH]c(C)c1S(=O)(=O)N1CCCC(C(=O)NCC2COc3ccccc3O2)C1 (stereo unspecified)	-8	0.5	0	0.9	0.1	1.5	0.9	52*	-12	1
CC(=O)C1=C(C)NC(SCc2cccc3ccccc23)=C(C#N)C1c1ccco1 (stereo unspecified)	29	3.1	2	1	-0.5	0.3	1	1	0	-7
CC(C)Nc1oc(-c2cccc3ccccc23)nc1C#N	-7	4.6	-7	0.9	0.1	-0.3	1	-13	23	-2
CCOC(=O)C1CCN(CC(=O)Nc2c(C(=O)OC)n(C)c3cccc(C)c23)CC1	3	0.6	0	0.9	-0.3	1.8	1	-4	-15	-2
O=C(NCc1cccs1)C1CC(=O)N(c2ccc(Cl)cc2)C1 (stereo unspecified)	-7	3.8	0	0.9	-0.4	0.0	0.9	-5	-1	-3
COc1ccc(/C=N/n2cnn(Cc3ccccc3Cl)c2=S)cc1	3	0.4	-5	0.9	-0.1	-2.1	0.8	-9	-13	-10
CCc1ccc(N2C(=O)c3sc4nnc(C)c(=O)n4c3C2=O)cc1	-3	0.5	-3	1	0.2	1.3	1	-5	12	-2
CCC(C)C(NC(N)=O)C(=O)Nc1ccc(C)c(Cl)c1 (stereo unspecified)	58*	-0.9	-4	1.2	-0.3	.	1	-6	-9	4
O=C(CNS(=O)(=O)c1cccs1)N1CCc2ccccc2C1	-5	1.3	0	1.1	-0.1	1.6	1	-8	-16	-1
O=C(Cn1nc(-c2ccc(Cl)cc2)ccc1=O)NCc1ccc2c(c1)OCO2	-5	3.4	2	1	1.4	-0.9	1	-6	.	-2
Cc1ccc(C2SCC(=O)N2Cc2cn3ccsc3n2)o1 (stereo unspecified)	-8	-0.2	-9	0.9	-0.3	0.2	1.1	6	0	-3
CCCNC(=O)CCC(=O)Nc1ncc(-c2ccc(C)cc2)n1C	-3	0.5	-6	1	0.0	-0.4	1	-1	7	-9
CC(=O)c1cccc(NC(=O)COc2ccccc2)c1	-3	3.0	-3	0.9	-0.1	3.5	0.9	-9	27	2
Cc1ccc(C(=O)N2CCN(c3ccccc3F)CC2)cc1S(=O)(=O)N1CCOCC1	-2	0.8	-2	1	0.3	-1.4	1	-8	-13	2
Cc1cc(-c2ccco2)n(CC(=O)NCc2ccco2)n1	1	-0.8	-8	1	-0.4	-2.9	1.1	1	24	0
Cc1cccc(NC(=O)C2CCN(S(=O)(=O)c3cccc4nsnc34)CC2)c1	12	4.1	-2	1	0.0	0.2	1.1	-16	12	-1
COc1ccc(/C=C/C(=O)OCC(=O)Nc2cc(S(=O)(=O)N(C)C)ccc2Cl)cc1	-5	1.3	-2	1	0.2	-2.4	1	-8	15	-6
COc1ccc(NC(=O)CNC(=O)c2c(C)nn(C)c2Cl)cc1	-3	1.3	-3	1	-0.1	-1.9	1	-9	17	1
CC(C)OP(=O)(c1ccc(N(C)C)cc1)C(Nc1ccccc1)c1cccnc1 (stereo unspecified)	13	-0.2	1	0.5	-0.1	0.2	0.9	-11	-28	-7
O=C(Cc1cccs1)N/N=C\c1ccc([N+](=O)[O-])s1	100*	1.0	8	0.9	-0.2	-1.4	1.1	17	15	-5
O=C(CSc1nc2ccccc2o1)Nc1ccc(N2CCOCC2)cc1	4	2.1	-6	1.1	-0.3	0.2	1.1	-6	-7	-1
CC(=O)Oc1ccc2c(=O)c(-c3ccccc3)c(C)oc2c1	3	1.5	-7	1.1	-0.1	0.1	1.2	-14	3	-3
Cc1ccsc1C(=O)C1CCCN(Cc2cc(F)ccc2-n2cccn2)C1 (stereo unspecified)	30	2.8	-6	0.9	0.0	-1.4	0.9	-8	-2	18*
O=C(/C=C/Nc1ccc(Oc2ccccc2Cl)cc1)c1ccco1	0	8.1	0	0.9	0.7	-1.8	0.9	-2	-3	1
CC(=O)NC(CCS(C)(=O)=O)C(=O)Nc1ccccc1 (stereo unspecified)	-5	0.1	2	0.9	-0.3	-1.2	0.9	-11	.	-4
CCc1nnc(NC(=O)CSc2ccc(-c3ccc(F)cc3)nn2)s1	-5	4.2	-2	1	-0.1	3.2	1.1	-11	-28	-1
